GBA activity up: enhancers of human beta-glucosidase activity in Gaucher fibroblasts; activation, % at 10 µM; L444P Gaucher fibroblasts, 4-MU-glucoside fluorescence, 3 days; AID 784; 30,000 tested, 0.44% active; in the data active = activation above about 65%;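 also: 0% = vehicle wells and 100% = positive control wells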
Target sequence (P04062 whole entry L483P): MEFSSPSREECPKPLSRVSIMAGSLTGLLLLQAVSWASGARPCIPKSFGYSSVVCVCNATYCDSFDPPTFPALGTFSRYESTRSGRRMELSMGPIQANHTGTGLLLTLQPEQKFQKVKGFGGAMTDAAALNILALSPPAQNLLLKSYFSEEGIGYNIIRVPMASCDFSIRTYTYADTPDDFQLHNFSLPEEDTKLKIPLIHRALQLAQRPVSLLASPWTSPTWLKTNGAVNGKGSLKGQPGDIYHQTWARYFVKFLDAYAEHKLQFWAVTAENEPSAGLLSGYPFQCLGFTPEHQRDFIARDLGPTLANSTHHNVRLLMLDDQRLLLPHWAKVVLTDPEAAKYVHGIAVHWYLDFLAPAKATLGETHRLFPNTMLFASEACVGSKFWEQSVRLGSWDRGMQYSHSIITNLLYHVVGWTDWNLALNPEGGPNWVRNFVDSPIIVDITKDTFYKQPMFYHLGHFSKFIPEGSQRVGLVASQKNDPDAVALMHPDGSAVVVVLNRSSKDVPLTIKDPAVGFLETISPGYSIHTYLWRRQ
* = called active by the depositor.

nr	structure	GBA activity up
1	CCCN1C2CCCC1CC(NC(=O)Nc1cccc(C(C)=O)c1)C2 (stereo not given)	-3.4
2	CCC1C2CN(C(C)=O)CC=C2C(C#N)=C(N)C1(C#N)C#N (stereo not given)	-6.2
3	Fc1cccc(-c2cc3nc4c(c(N5CCN(c6cnccn6)CC5)n3n2)CCCC4)c1	-1.2
4	O=C1c2cccnc2C(=O)N1CO	-27.8
5	O=C(O)c1ccc(NS(=O)(=O)c2ccc(Cl)cc2)cc1	-6.5
6	COC(=O)Nc1ccc(Oc2ccccc2)cc1	-8.6
7	O=C(Nc1cnn(C23CC4CC(CC(C4)C2)C3)c1)c1cnn2cccnc12	-4.1
8	Cc1ccc(C)c(NC(=O)CSc2nnc(-c3ccccc3C)o2)c1	-8.0
9	O=C(Nn1cnc2ccccc2c1=O)c1ccccc1Cl	23.3
10	CCN1C(=O)NC(c2cc(Br)ccc2OC)C(C(=O)OC)=C1C (stereo not given)	-24.5
11	Fc1ccccc1COc1ccc(/C=N/n2cnnc2)cc1	0.8
12	CC(C)NC(=O)Cn1c(SCC(=O)N2c3ccccc3CC2C)nc2ccccc21 (stereo not given)	0.0
13	CCOc1cc(S(=O)(=O)N2CCC(Cc3ccccc3)CC2)c(OCC)cc1-n1cnnn1	-33.1
14	Cc1nccn1-c1c2c(c(C#N)c3nc4ccccc4n13)CCCC2	12.1
15	CS(=O)(=O)Nc1ccc(C(=O)NCc2cccnc2)cc1	-32.9
16	Cc1occc1-c1nnc(SCc2cc(=O)n3cc(Br)ccc3n2)n1C	22.8
17	Cc1ccc(-c2nc(Nc3ccccc3)n[nH]2)cc1	5.6
18	Cc1cc(-c2nnc(-c3ccccc3)c(-c3ccccc3)n2)c(C)o1	7.0
19	OCCn1nc2c3ccccc3nc-2n(-c2ccccc2)c1=S	-5.6
20	CC(NC(=O)CCNS(=O)(=O)c1ccc2c(c1)c(=O)n(C)c(=O)n2C)c1ccccc1 (stereo not given)	-27.6

3 structures already listed, ordered by SMILES length, lowest first:
nr	structure	GBA activity up
9	O=C(Nn1cnc2ccccc2c1=O)c1ccccc1Cl	23.3
10	CCN1C(=O)NC(c2cc(Br)ccc2OC)C(C(=O)OC)=C1C (stereo not given)	-24.5
18	Cc1cc(-c2nnc(-c3ccccc3)c(-c3ccccc3)n2)c(C)o1	7.0

Of the compounds above, these contain fluorine.
nr	structure	GBA activity up
3	Fc1cccc(-c2cc3nc4c(c(N5CCN(c6cnccn6)CC5)n3n2)CCCC4)c1	-1.2
11	Fc1ccccc1COc1ccc(/C=N/n2cnnc2)cc1	0.8

The list continues:
nr	structure	GBA activity up
21	CCOc1ccc(-c2nnc(-c3ccco3)o2)cc1	-8.7
22	Cc1ccc(/C=N/c2sc3c(c2C#N)CCCCC3)o1	-6.7
23	Cc1cc(OCC(=O)N2CCCC2)cc(C)c1Cl	-4.3
24	COC(=O)c1ccc(NC(=O)c2ccc(N(C)S(C)(=O)=O)cc2)cc1	-6.9
25	COc1ccccc1NS(=O)(=O)c1ccc(C)c(C(=O)NCC2CCCO2)c1 (stereo not given)	2.1
26	C=CCN1C(=O)C(O)(CC(=O)c2ccc(N)cc2)c2ccccc21 (stereo not given)	-18.7
27	Cn1c(Sc2nc3ccccc3n2C)nc2ccccc21	-19.8
28	O=C(O)C1CCCCC1C(=O)Nc1ccc2c(c1)CCC2 (stereo not given)	15.9
29	O=C(O)CCOc1ccc2c(c1)OCCO2	-27.6
30	O=C(CC1C(=O)NCCN1C(=O)Nc1ccccc1)Nc1ccc2c(c1)OCCO2 (stereo not given)	-5.3
31	COc1ccc(OCCOC(=O)c2cccc(-n3cnnn3)c2)cc1	-3.0
32	CNC(=O)Cn1c(=O)n(C)c2ccccc21	-4.1
33	CN(Cc1cc2ccccc2[nH]c1=O)C(=O)C1CCCCC1	-42.5
34	Cn1c(-c2ccc(Br)o2)nc2ccccc21	5.0
35	Cc1[nH]c2ccccc2c1C(=O)CSc1nc2cc(S(=O)(=O)N3CCCCC3)ccc2o1	20.2
36	COC(=O)c1sccc1NC(=O)c1cc2c(s1)CCCC2	4.7
37	O=C(NC1CC2CCC(C1)N2C(=O)NCc1ccccc1)C1CC1 (stereo not given)	-26.4
38	CCOc1ccc(OCC)c(NC(=O)CN2CCN(c3ccc(C)cc3C)CC2)c1	0.0
39	COc1ccccc1NC(=O)COC(=O)c1ccc(S(=O)(=O)NCc2ccco2)cc1	-10.8
40	CC1(C)CC(=O)C=C(NCCN2CCN(C(=O)Nc3ccc(Cl)c(Cl)c3)CC2)C1	-16.7

Structures from the list above that contain two or more sulfur atoms, in the order listed:
nr	structure	GBA activity up
35	Cc1[nH]c2ccccc2c1C(=O)CSc1nc2cc(S(=O)(=O)N3CCCCC3)ccc2o1	20.2
36	COC(=O)c1sccc1NC(=O)c1cc2c(s1)CCCC2	4.7

Next records:
nr	structure	GBA activity up
41	CCNc1oc(-c2cccc3ccccc23)nc1C#N	34.8
42	COc1cc(OC)cc(C(=O)Nc2cccc(C(C)=O)c2)c1	-7.0
43	Cc1cc(C)n2cc(CSc3nnnn3C)nc2n1	-3.3
44	Cc1ccc(Cl)cc1NC(=O)COC(=O)C1CCCC1	-1.3
45	COc1ccc(C(C(=O)NC2CCCC2)N(C(=O)c2ccco2)c2ccc3c(c2)OCO3)cc1OC (stereo not given)	-4.2
46	Cc1cc(C)c(NC(=O)NC(=O)c2cccc(F)c2)c(C)n1	-0.4
47	COc1ccc(NC(=O)CSc2nnc(-c3cccnc3)n2Cc2ccco2)c(OC)c1	-26.1
48	COC1=CC(=O)OC12CCCCC2	-5.9
49	CCOC(=O)Nc1ccc2c(CN3C(=O)NC4(CCCC4)C3=O)cc(=O)oc2c1	13.7
50	Cc1csc2ncc(C(=O)Nc3ccon3)c(=O)n12	28.6
51	CN1CCC(=C2c3ccccc3C=Cc3ccccc32)CC1	-21.6
52	COc1cccc(NC(=O)N2CCCC2C(=O)NC2CC2)c1 (stereo not given)	-5.0
53	O=C(c1cccc2cccc(O)c12)N1CCCCC1	-23.3
54	[N-]=[N+]=CC(=O)CC(c1ccccc1)N1C(=O)c2ccccc2C1=O (stereo not given)	-27.6
55	O=C(NCCO)c1cc2ccccc2cc1O	-8.3
56	O=C(C1CCCC1)N(c1ccccc1)C1C=CS(=O)(=O)C1 (stereo not given)	32.7
57	Cc1ccc(/C(O)=C2/C(=O)C(=O)N(CCN3CCOCC3)C2c2ccccn2)cc1 (stereo not given)	-15.0
58	Nn1c(CN2CCCCC2)nc2ccccc2c1=O	2.3
59	CCOc1cc(-c2nc(-c3ccncc3)no2)cc(OCC)c1OCC	-2.1
60	O=c1cc(CSc2nnnn2-c2ccccc2)nc2nc[nH]n12	-8.8
61	CC(C)(S)[C@@H](N)C(=O)O	-19.6
62	Cc1ccc(N(CC(=O)Nc2ccc(S(=O)(=O)N3CCOCC3)cc2)S(C)(=O)=O)cc1C	-11.3
63	CCOC(=O)c1[nH]c(C)c(C(=O)NC2CCCCCC2)c1C	-7.3
64	O=c1c2ccccc2nc2c3ccccc3ncn12	-15.8
65	Cc1nc(NC(=O)CN2CCOCC2)sc1-c1ccccc1	-51.3
66	CC(C)C(NC(=O)c1cccs1)c1nnc(SCC(=O)Nc2nccs2)n1C (stereo not given)	43.3
67	CCC1Oc2ccc(C)cc2N(CC(=O)NCc2ccccc2OC)C1=O (stereo not given)	-1.4
68	Cc1cc(C)cc(N(CC(=O)Nc2c(C)n(C)n(-c3ccccc3)c2=O)S(C)(=O)=O)c1	-1.3
69	Cc1cc(C(F)(F)F)nc(SCC(=O)NC2CC3CCC2C3)n1 (stereo not given)	-3.0
70	Cc1ccc(C)c(/C(O)=C2\C(=O)C(=O)N(CCCn3ccnc3)C2c2ccncc2)c1 (stereo not given)	84.4*
71	O=C(Nc1ccccc1N1CCN(c2ccc(F)cc2)CC1)c1ccccc1	-10.1
72	O=c1cc(O)nc(SC23CC4CC(CC(C4)C2)C3)[nH]1	8.6
73	NC(=O)C1CC(O)CN1c1nc(CN2CCOCC2)nc2scc(-c3ccccc3)c12 (stereo not given)	25.2
74	COc1ccc(NC(C)=O)cc1NC(=O)CN1CCN(CC(=O)Nc2ccccc2Cl)CC1	-32.6
75	CC(C)CN(CCCNC(=O)CC1Oc2ccccc2NC1=O)CC(C)C (stereo not given)	-21.5
76	Cc1nc2ccc(NC(=O)Cn3cnc4c3c(=O)n(C)c(=O)n4C)cc2s1	-25.9
77	Cc1ccc(SCCC(=O)NCc2ccco2)cc1	-15.5
78	CCN(CC)CCCN1C(=O)c2oc3ccccc3c(=O)c2C1c1cc(OC)ccc1OC (stereo not given)	-1.0
79	O=C(O)CSCCCC(=O)Nc1ccc(Br)cc1	-7.2
80	Cc1cc(C)nc(N2CCC(C(=O)Nc3cccc(C(F)(F)F)c3)CC2)n1	-37.0
81	CCOC(=O)CN(Cc1ccccc1)S(=O)(=O)c1ccc(NC(C)=O)cc1	36.3
82	O=c1cc(C(F)(F)F)c2sc(N3CCCCC3)nc2[nH]1	-8.0
83	CCOC(=O)c1cc(-c2ccccc2)n(CC(=O)N2CCCC2)c1C	-9.3
84	CSC(=NS(=O)(=O)c1ccc(C)cc1)SC	4.1
85	Cn1c(SCC(=O)NC2CCCCCC2)nnc1-c1cccs1	-18.8
86	O=C(O)c1cccc(N2CCCC2)c1	-13.3
87	CCOc1ccc(S(=O)(=O)N(CC(=O)O)c2ccc(C)cc2)cc1	-29.8
88	CC(C)c1ccc(-c2nnn(CCC(=O)O)n2)cc1	-7.0
89	O=C(Cc1c(C(=O)O)[nH]c2ccccc12)NCCN1CCN(c2cccc(Cl)c2)CC1	8.3
90	COc1ccc(-n2c(CNC(=O)c3ccc(S(=O)(=O)N4CCCC4)cc3)n[nH]c2=S)cc1	-50.8
91	COC(=O)CN1C(=O)C2(OCCCO2)c2ccccc21	-16.9
92	CCS(=O)(=O)N1CCC(NC(=O)c2ccco2)CC1	4.0
93	NC(=O)c1cc(Br)cc2c3c([nH]c12)CCCC3	-15.8
94	O=C(Cc1ncn[nH]1)NCCc1ccccc1	-18.4
95	Cc1nc(C)c(C(=O)Nc2nc3c(C)cccc3s2)o1	16.0
96	Clc1ccc(C(c2nnnn2C2CCCC2)N2CCN(Cc3ccncc3)CC2)cc1 (stereo not given)	-10.2
97	COc1ccc2[nH]c(=O)c(CNC3CCCCC3)cc2c1	4.2
98	CC(C)C(NC(=O)C12CC3CC(CC(C3)C1)C2)C(=O)NC1=NCCS1 (stereo not given)	-19.5
99	CCCSC1=C(C#N)C(c2ccccc2C)C(C(=O)OC)C(=O)N1 (stereo not given)	-16.4
100	CCc1cc2c(N3CCCCC3)ncnc2s1	-18.3

Remaining list, next part
nr	structure	GBA activity up
101	CCOC(=O)CSc1nnc(-c2ccc(OC)cc2)n1CC	-9.8
102	O=C(NC1CCCCC1)C1CCN(c2cnccn2)CC1	-22.4
103	Cc1cc(C)n(-c2ccc(C(=O)Nc3ccc4c(c3)OCCO4)cc2)n1	29.4
104	CCc1ccccc1OCCCCN1CCCC1	-3.2
105	C=CCn1c(-c2c[nH]c3ccccc23)n[nH]c1=S	66.9*
106	COc1ccccc1CNC(=O)CCCNS(=O)(=O)c1cccc2nsnc12	18.3
107	Cc1ccccc1-n1nc(-c2ccc(N)cc2)cc1N	-41.2
108	COc1ccc(CCNC(=O)c2oc3ccc(S(=O)(=O)N4CCOCC4)cc3c2C)cc1OC	-45.0
109	O=C(CSC1=NCCS1)N1CCCC1	-24.4
110	Cc1ccc(-c2ccc(=O)n(CC(=O)NCCN3C(C)CCCC3C)n2)cc1 (stereo not given)	-23.5
111	CC(=O)NC1Sc2ccccc2N=C1c1ccccc1 (stereo not given)	2.8
112	CCc1ccc2oc(-c3ccc(N)cc3)nc2c1	15.6
113	O=C(NCC(=O)N(Cc1ccco1)C(C(=O)NC1CCCC1)c1cccnc1)c1cccs1 (stereo not given)	-6.9
114	COc1ccc(CNC(=O)C(C)NC(=O)c2cc3ccccc3o2)cc1 (stereo not given)	-13.5
115	Cc1cc(-n2nnc3ccccc32)nc2ccccc12	-34.0
116	CS(=O)(=O)N(CC(=O)Nc1ccc2c(c1)OCCO2)Cc1ccc(Cl)cc1	-22.9
117	C=CCn1c(=O)c2c(C)c(C)sc2n2c(Nc3ccc(OC)cc3)nnc12	-8.8
118	COc1ccc(-n2c(SCCC#N)nnc2-c2cc(Cl)ccc2OC)cc1Cl	1.5
119	O=C(CSc1ncnc2ccccc12)NCCCO	-18.9
120	CNC(=O)c1nnn(Cc2ccccc2)c1NC(C)=O	-31.8
121	CN1CC=C2C(C#N)=C(N)C(C#N)(C#N)C(Cc3ccccc3)C2C1 (stereo not given)	16.0
122	COc1ccc2c(c1)OCC1=C2CCC2(C)C(=O)CC=C12 (stereo not given)	-7.1
123	CCOC(=O)c1ccc(NC(=O)CSc2nccn2C)cc1	-2.8
124	COCCNC(=O)CN1CCC(NC(=O)Nc2ccc(C(F)(F)F)cc2)CC1	-2.4
125	CCN1CCN(C(=O)c2nn(-c3ccc(OC)cc3)c(=O)c3c2c2ccccc2n3C)CC1	5.1
126	O=C(CN1C(=O)NC2(CCOc3ccccc32)C1=O)Nc1ccc2c(c1)OCCO2 (stereo not given)	25.2
127	O=C(C1CCN(S(=O)(=O)c2cccnc2)CC1)N1CCN(c2ccc(Cl)cc2)CC1	-11.6
128	C/C(=C\C#N)n1nc(C)cc1N	8.4
129	Cc1cccc(OCC(=O)Nc2cccc(O)c2)c1	0.4
130	COCCN1Cc2cccc(C(=O)Nc3cc(OC)ccc3OC)c2C1=O	-19.9
131	O=C(Cn1c(C(F)(F)F)nc2ccccc21)NCCN1CCCC1	-0.9
132	CC(C)CC(c1nnnn1C1CCCCC1)N1CCN(c2ncccn2)CC1 (stereo not given)	-23.4
133	Fc1ccc(NCc2nnc(SCc3nnc(-c4ccccc4)o3)n2Cc2ccccc2)cc1	-31.5

A different layout for four compounds above.
#71 O=C(Nc1ccccc1N1CCN(c2ccc(F)cc2)CC1)c1ccccc1
  GBA activity up = -10.1

#72 O=c1cc(O)nc(SC23CC4CC(CC(C4)C2)C3)[nH]1
  GBA activity up = 8.6

#73 NC(=O)C1CC(O)CN1c1nc(CN2CCOCC2)nc2scc(-c3ccccc3)c12 (stereo not given)
  GBA activity up = 25.2

#74 COc1ccc(NC(C)=O)cc1NC(=O)CN1CCN(CC(=O)Nc2ccccc2Cl)CC1
  GBA activity up = -32.6

High-throughput results: PubChem, The Scripps Research Institute Molecular Screening Center

Only part of the results is shown. The share of hits here may be higher or lower than overall.
